From PubChem BioAssay
Mdm2 ligase inh – inhibitors of human Mdm2 E3 ubiquitin ligase. cell-based MDM2 ubiquitination luciferase reporter, 2 h; 0 = plate control, 100 = twice control, blank-subtracted. 0.11% of 210,000 active. signal enhancement, % at 5 µM;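 active means signal enhancement of 30% or more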;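 further: luminescence tracks abundance of the self-degrading MDM2-luciferase fusion protein; higher signal means inhibition of MDM2 E3 ligase activity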
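Test system: stable mammalian line carrying autodegrading MDM2–luciferase fusion reporter; quantity: 2000 cells in each well; times: 4 h cell settling then 2 h compound exposure, 37 °C; detection: luminescence with SteadyLite reagent, 15 min at room temperature; evaluation: percent signal gain over controls, blank-subtracted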
Wee1 degr inh – blocks degradation of human Wee1 kinase | P30291 | HeLa Luc-Wee1K328M stability, luciferase luminescence; 100% = proteasome inhibitor MG132 effect | reporter increase, % at 5 µM | 1.2% of 220,000 active;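 active means activation above the mean of all tested compounds plus 3 SD, set per screening run, cut at about 8.8% in these data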;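 further: cells exposed to compound for 20 h before luminescence read; 0% = DMSO alone and 100% = MG132 at 30 µM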
FXIIa inh 1536 – factor XIIa (human) inhibition | purified FXIIa, Boc-QGR-AMC fluorogenic substrate, 2 h | inhibition, % at 5 µM | 0.3% of 220,000 active | AID 800; in the data active means inhibition above about 40%;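 further: 0% = enzyme with no compound and 100% = blank without enzyme; many of its hits are not listed in these tables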
14-3-3 Bad PPI – disrupts binding of bovine 14-3-3 zeta to phospho-Bad peptide | 0.71% of 220,000 active | inhibition, % at 21.7 µM | TR-FRET 14-3-3zeta/Dy647-pBad peptide displacement, 1 h | P63103 | AID 781;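 active means inhibition above about 70%, limit read from the data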;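 further: 0% = full 14-3-3 plus peptide FRET controls and 100% = background without 14-3-3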
Target sequence (P63103 whole entry, looked up): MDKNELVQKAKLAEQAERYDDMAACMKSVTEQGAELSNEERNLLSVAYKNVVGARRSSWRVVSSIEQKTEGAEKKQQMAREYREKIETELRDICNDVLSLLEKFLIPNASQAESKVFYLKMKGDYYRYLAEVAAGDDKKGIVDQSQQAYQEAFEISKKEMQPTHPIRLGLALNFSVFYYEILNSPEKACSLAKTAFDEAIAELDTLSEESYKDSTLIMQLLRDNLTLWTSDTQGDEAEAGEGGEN
p97 inhibitor – blocks human p97 ATPase activity; 0.42% of 220,000 active; inhibition, % at 8 µM; recombinant p97 ATPase, Kinase-Glo ATP luminescence, 3 h; in the data active means inhibition above about 15%;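 further: 0% = DMSO vehicle and 100% = wells lacking enzyme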
Rad51 HR inh – Rad51 (human) homologous recombination inhibition | Q06609 | hRad51 DNA strand exchange, fluorescence dequenching | inhibition, % at 10 µM | 0.085% of 200,000 active;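 active means inhibition above 40% at the single screening dose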;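 further: 0% = DMSO control wells and 100% = blanks with heterologous ssDNA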
Target sequence (Q06609 whole entry, looked up): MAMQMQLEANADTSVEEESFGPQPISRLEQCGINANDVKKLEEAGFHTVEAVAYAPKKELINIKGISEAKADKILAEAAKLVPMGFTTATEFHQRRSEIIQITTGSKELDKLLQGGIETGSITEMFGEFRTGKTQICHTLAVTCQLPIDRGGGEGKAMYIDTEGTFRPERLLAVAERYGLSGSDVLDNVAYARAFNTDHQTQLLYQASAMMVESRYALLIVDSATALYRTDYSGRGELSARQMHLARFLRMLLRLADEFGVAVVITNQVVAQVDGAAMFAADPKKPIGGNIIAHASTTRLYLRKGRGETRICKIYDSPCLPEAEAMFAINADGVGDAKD
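Test system: preformed human Rad51 ssDNA filaments. Compound dosing: single dose, 10 µM final compound. Incubation: filaments 15 min 37 °C, then compound 30 min. Technique: FRET fluorescence dequenching, excitation 485 nm, emission 520 nm. Read-out basis: percent inhibition from fluorescence, normalised to plate control and blank means. Benchmarks: plate controls and plate blanks.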
KLK5 inh – inhibitors of human kallikrein 5; Q9Y337; recombinant hK5, fluorogenic AMC substrate cleavage; inhibition, % at 5 µM; 0.59% of 210,000 active;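 active means inhibition of 40% or more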;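 further: 0% = enzyme controls without compound and 100% = no-enzyme blanks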
Target sequence (Q9Y337 67-293 limits assumed): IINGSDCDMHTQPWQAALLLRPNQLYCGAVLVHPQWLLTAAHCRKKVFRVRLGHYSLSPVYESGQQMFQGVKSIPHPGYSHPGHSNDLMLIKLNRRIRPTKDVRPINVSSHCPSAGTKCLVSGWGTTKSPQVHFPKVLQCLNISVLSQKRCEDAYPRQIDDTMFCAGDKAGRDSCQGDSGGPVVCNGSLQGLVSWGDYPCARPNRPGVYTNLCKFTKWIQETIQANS
eIF4E-4G inh – eIF4E/eIF4G interaction inhibition in translation initiation; AID 782; 0.37% of 220,000 active; inhibition, % at 21.7 µM; TR-FRET eIF4E-eIF4GI(517-606) binding, 2 h; P63073+Q04637;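 active means inhibition above about 30%, limit read from the data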;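 further: 0% = full FRET control wells and 100% = background wells lacking eIF4GI fragment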
FXIa inh 1536 – blocks human coagulation factor XIa protease activity. inhibition, % at 5 µM. purified FXIa, Boc-Glu-Ala-Arg-AMC fluorogenic substrate. P03951. 0.14% of 220,000 active;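 active means inhibition of at least 40%; inactive means inhibition below 40%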;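 further: fluorescence of freed AMC excited at 355 nm; 0% = enzyme without compound and 100% = no enzyme blank; many of its hits are not listed in these tables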
Starred values were filed as active, the others as inactive; · = no result given; [ ] = remark or other dose.

#	molecule	Mdm2 ligase inh	Wee1 degr inh	FXIIa inh 1536	14-3-3 Bad PPI	p97 inhibitor	Rad51 HR inh	KLK5 inh	eIF4E-4G inh	FXIa inh 1536
1	O=C(c1cc2n(n1)C(C(F)(F)F)CC(c1ccco1)N2)N1CCc2ccccc2C1 (stereo not drawn)	-14	0	-11	-2	2	-7	19	-5[fluorescence artefact?]	-8
2	CC(=O)c1cccc(NC(=O)/C(=C\c2cccnc2)NC(=O)c2ccco2)c1	-11	-2	7	-8	-5	-9	5	1	1
3	CCOc1cc(-c2nc(C)c(C(C)=O)n2O)ccc1OCC(=O)Nc1ccc(F)cc1	-39	4	8	-5	-2	-1	-2	0	-3
4	Cc1cc(O)c(C(C)C)cc1NC(=O)c1cccc(Cl)c1	1	9.5*	15	8	3	-1	7	-7	10
5	CC(=O)N1CSCC1C(=O)N1CCN(c2ccc(N3CCOCC3)nn2)CC1 (stereo not drawn)	-17	-2	15	4	5	-3	-13	0	5
6	CC(C)CCNC(=O)NC(=O)COC(=O)/C=C/c1cc(Br)ccc1F	2	0	9	-21	2	5	1	0	-1
7	CCOC(=O)C1(C)NC(c2ccco2)C2C(=O)N(c3ccc(C)cc3)C(=O)C21 (stereo not drawn)	-3	1	8	-4	3	5	-11	3	0
8	CCCCC(CC)C(=O)Nc1cccc(SC)c1 (stereo not drawn)	-2	1	1	-7	0	34	-5	2	-7
9	CSCCC(NC(N)=O)C(=O)NCc1ccccc1Cl (stereo not drawn)	-19	-4	11	3	6	-7	-15	6	1
10	CC(Nc1cc(N2CCN(S(=O)(=O)N(C)C)CC2)ccc1[N+](=O)[O-])c1ccccc1 (stereo not drawn)	-3	-2	5	0	4	-2	-2	1	-3
11	CO/N=C(/CNC(=O)c1ccccc1Cl)c1ccc(Cl)cc1	-16	-1	9	-3	-1	·	-12	-15	-7
12	CCOC(=O)/C(=N/Nc1ccc(OC)cc1)Sc1nnc(CCc2ccccc2)n1-c1ccccc1	8	3	6	3	4	1	-7	21[fluorescence artefact?]	5
13	CNS(=O)(=O)c1ccc(NC(=O)C2CC(=O)N(c3ccc(Cl)cc3)C2)cc1 (stereo not drawn)	-11	-2	-10	0	6	-4	-8	-1	-3
14	COC(=O)c1ccc2c(=O)[nH]c(CCl)nc2c1	-8	-1	0	6	6	2	-5	-1	-7
15	COc1ccc(-c2ccc3c(N)c(C(=O)NC(C)C)sc3n2)cc1OC	-9	-1	-1	-1	-2	8	-4	-5	-2
16	COc1ccc(S(=O)(=O)NCc2ccc(C(=O)NCc3cccnc3)cc2)cc1	-10	-3	10	-5	4	-1	4	3	0
17	Cc1ccc(S(=O)(=O)N2CCOCC2)cc1NC(=O)COC(=O)c1ccc2c(c1)OCCO2	-4	-1	3	-4	4	2	-2	2	-3
18	CCCCN(Cc1ccccc1)C(=O)C1CCN(Cc2sccc2C)CC1	-11	-1	11	43[fluorescence artefact?]	-2	·	-8	3[fluorescence artefact?]	3
19	CC(C)C(=O)Nc1cccc(-c2nc3ccccc3c(=O)o2)c1	-6	-1	13	-8	4	-4	28	-7	11
20	COc1ccccc1CC(NC(C)=O)C(=O)N1CCN(C(=O)c2cccs2)CC1 (stereo not drawn)	-8	-1	19	1	2	-7	-6	2	10
21	COc1cc(/C=N/Nc2ccc(Cl)cc2)ccc1OC(=O)c1cccs1	-52	3	15	10	0	8	-1	-5[fluorescence artefact?]	11
22	Cc1ccc2c(c1)nnn2C1CCN(S(=O)(=O)c2cccc(S(=O)(=O)N(C)C)c2)CC1	-2	1	10	0	-4	3	-1	5	0
23	Cn1c(=O)n(CCOc2ccccc2Cl)c2ccccc21	-14	-3	27	8	-2	-4	-6	5	17
24	CCOC(=O)Nc1sc(C(=O)N(CC)CC)c(C)c1C(=O)OCC	-21	-1	15	-3	0	4	-7	4	2
25	CCC(=O)OCC(=O)Nc1cc(S(=O)(=O)N(C)C)ccc1Cl	-2	-3	7	-9	2	2	17	1	0
26	CCCCCCC(=O)N(O)C1CC(=O)N(c2ccc(Cl)cc2)C1=O (stereo not drawn)	9	-3	2	2	3	-3	-10	0	-4
27	COc1ccc(CNC(=O)Cn2ncn3c(cc4ccccc43)c2=O)cc1	1	0	2	16	4	-11	-4	-2	-4
28	CCNC(=S)N1CCCC(C(N)=O)C1 (stereo not drawn)	-13	3	-2	-7	-2	12	-10	-1	-6
29	Cc1ccc(-c2cc(C(=O)Nc3ccccc3C)c3ccccc3n2)o1	-15	1	12	-6	3	-9	-6	3	8
30	COc1ccc(OCCOC(=O)c2nc3nccc(C)n3n2)cc1	-19	0	9	-20	6	2	-1	-2	4

Quoted at random: 3 records from the list
#	molecule	Mdm2 ligase inh	Wee1 degr inh	FXIIa inh 1536	14-3-3 Bad PPI	p97 inhibitor	Rad51 HR inh	KLK5 inh	eIF4E-4G inh	FXIa inh 1536
24	CCOC(=O)Nc1sc(C(=O)N(CC)CC)c(C)c1C(=O)OCC	-21	-1	15	-3	0	4	-7	4	2
30	COc1ccc(OCCOC(=O)c2nc3nccc(C)n3n2)cc1	-19	0	9	-20	6	2	-1	-2	4
1	O=C(c1cc2n(n1)C(C(F)(F)F)CC(c1ccco1)N2)N1CCc2ccccc2C1 (stereo not drawn)	-14	0	-11	-2	2	-7	19	-5[fluorescence artefact?]	-8

(cont.)
#	molecule	Mdm2 ligase inh	Wee1 degr inh	FXIIa inh 1536	14-3-3 Bad PPI	p97 inhibitor	Rad51 HR inh	KLK5 inh	eIF4E-4G inh	FXIa inh 1536
31	COc1ccc(C2Nc3ccccc3C(=O)N2c2ccc(C)cc2)cc1Cn1nc(C)c([N+](=O)[O-])c1C (stereo not drawn)	-4	7	11	-5	3	0	-2	-2	0
32	O=C(Cc1ccccc1)N1CCN(c2ncccn2)CC1	-8	-3	2	3	-4	0	-5	-5	-5
33	COc1cc(OC)cc(C(=O)N2CCN(S(C)(=O)=O)CC2)c1	-1	3	7	6	-2	-4	0	3	6
34	CC1CCN(CC(=O)Nc2ccc(Br)cc2[N+](=O)[O-])CC1	·	3	6	-7	1	·	·	0	1
35	COc1ccc2nc(SC(C(=O)c3ccccc3)c3ccccc3)nc(C)c2c1 (stereo not drawn)	4	-1	0	0	5	9	-10	13	2
36	COc1ccc(CCN2CC(C(=O)NCCc3ccccc3)CC2=O)cc1OC (stereo not drawn)	-10	8	3	0	-4	-8	-4	2	-6
37	Cc1nc2c(-c3ccccc3)c(C)nn2c(SCC(N)=O)c1Cc1ccccc1	-72	-1	6	6	1	19	2	-3	3
38	COc1ccc([N+](=O)[O-])cc1NC(=O)c1ccccc1SC	-2	-2	3	-4	1	-3	-6	3	7
39	O=C(CN1C(=O)NC2(CCCC2)C1=O)N1CCN(S(=O)(=O)c2ccc(Cl)cc2)CC1	3	0	3	-9	6	4	-12	2	-4
40	CC(=O)C(=Cc1cn(-c2ccccc2)nc1-c1ccccc1)C(C)=O	5	0	·	-1	0	1	-1	2	-1
41	O=C(N/N=C/c1ccccn1)C(O)c1ccccc1 (stereo not drawn)	-4	1	12	-2	3	·	2	-7	3
42	COc1ccc(CCNC(=O)CN2C(=O)c3ccccc3S2(=O)=O)cc1	-2	2	12	-7	2	-9	-6	3[fluorescence artefact?]	3
43	O=C(Cn1cc2c(n1)CCCC2)NCc1cccnc1	-14	-1	18	6	-2	-5	1	-1	6
44	COc1cccc(NC(=O)N2CCCc3ccccc32)c1	-11	-1	3	-13	5	4	-11	1	-4
45	COc1ccc(C2=NN(C(=O)CSc3nc4ncc(Cl)cc4[nH]3)C(c3ccco3)C2)cc1 (stereo not drawn)	-2	4	4	-16	7	-24	2	-12	2
46	COCCNC(=O)c1ccc2c(c1)ncn2-c1ccc(F)c(F)c1	-32	-2	24	6	-1	10	-8	-2	18
47	CN(CCO)c1cc(Sc2nc3ccccc3s2)c2nonc2c1[N+](=O)[O-]	6	0	21	0	1	-1	1	2	14
48	COc1cccc(OCCNC(=O)c2cccc(OC)c2)c1	14	-2	-1	0	2	9	-2	1	-1
49	Cc1ccccc1-n1nnnc1SC1CCOC1=O (stereo not drawn)	8	-3	-1	3	6	·	1	3[fluorescence artefact?]	1
50	CCOC(=O)N1CCN(c2nc(C)c3c(n2)CC(C)CC3=O)CC1 (stereo not drawn)	-15	-3	23	-8	2	-14	-20	4	16
51	Cc1nn(C(C)C(=O)c2cccc(Cl)c2)c(C)c1[N+](=O)[O-] (stereo not drawn)	-8	3	7	-4	1	21	-1	-2	-3
52	O=C(NCN1C(=O)C2C3C=CC(C3)C2C1=O)Nc1nncs1 (stereo not drawn)	-5	-3	2	7	2	1	8	-4	-3
53	Cc1c(-c2ccc(F)cc2)[n+](=O)c2c(n1[O-])CCCCC2	2	-1	3	7[fluorescence artefact?]	2	·	-14	-3	-2
54	CC1CCC(C(C)C)C(OC(=O)CSc2nnc(N)s2)C1 (stereo not drawn)	-2	-1	15	8	-2	·	-1	-1	-38
55	COc1ccc(S(=O)(=O)N2CCCCC2)cc1NC(=S)Nc1cccc(Cl)c1C	21	3	11	-21[fluorescence artefact?]	-3	16	-9	-11[fluorescence artefact?]	24
56	COc1ccc(/C=C\c2cc(OC)c(OC)cc2CC[N+](C)(C)C)cc1OC	2	-1	6	29	0	4	-4	10	-5
57	ONC(=Nc1cccc(C(F)(F)F)c1)c1cccnc1	-3	-2	8	-7	5	15	3	2	6
58	CCOC(=O)COc1ccc(S(=O)(=O)N2CCN(c3ccccc3)CC2)cc1	3	-2	9	-15[fluorescence artefact?]	-1	9	-9	10	4
59	CCCCCCCCOC(=O)C[N+](C)(C)C/C=C(/C)Cl	12	-1	12	9	1	0	-10	7	9
60	CCC(=O)N(c1ccc(C(=O)O)cc1)c1nc(-c2ccc(OC)cc2)c(C)s1	4	3	0	-5	2	6	-1	-2	1

Entries of single compounds as entered above. Order of values: Mdm2 ligase inh | Wee1 degr inh | FXIIa inh 1536 | 14-3-3 Bad PPI | p97 inhibitor | Rad51 HR inh | KLK5 inh | eIF4E-4G inh | FXIa inh 1536
CO/N=C(/CNC(=O)c1ccccc1Cl)c1ccc(Cl)cc1 as listed: -16 | -1 | 9 | -3 | -1 | · | -12 | -15 | -7
CC(C)CCNC(=O)NC(=O)COC(=O)/C=C/c1cc(Br)ccc1F as listed: 2 | 0 | 9 | -21 | 2 | 5 | 1 | 0 | -1

The list continues:
#	molecule	Mdm2 ligase inh	Wee1 degr inh	FXIIa inh 1536	14-3-3 Bad PPI	p97 inhibitor	Rad51 HR inh	KLK5 inh	eIF4E-4G inh	FXIa inh 1536
61	CC(C)(CO)Nc1nc(Cl)nc(NC2CCCCC2)n1	-3	-1	5	1	0	3	-1	1	-3
62	CC(C)n1cnc2c(Nc3cccc(Cl)c3)nc(NCCCO)nc21	15	·	7	0	·	-10	2	-3	1
63	COc1ccc(CNc2n[nH]c(NCc3ccc(OC)c(OC)c3)n2)cc1OC	-2	-2	14	-3	1	-17	3	1	8
64	COc1cc2[nH]c(=O)n(CCC(=O)N3CC=C(c4ccccc4)CC3)c(=O)c2cc1OC	-6	1	-11	4	-1	-3	1	-4[fluorescence artefact?]	-6
65	N/C(CSc1nc(-c2ccccc2)c(-c2ccccc2)o1)=N\O	-8	5	-10	2	-1	-3	-1	3	-3
66	CSc1nc(C)c(C(=O)C[n+]2ccccc2)cc1C#N	-6	9.8*	6	6	6	5	2	6	14
67	Cc1ccc2[nH]c(-c3ccccc3)c(CN3CCCC3)c(=O)c2c1	-17	-3	26	-2	-1	·	·	2	12
68	Cc1ccc(-n2nc(-c3cccs3)cc2C(=O)NCC2CCCO2)c(C)c1 (stereo not drawn)	-7	-2	3	-13	0	-6	1	-5	-5

Outcome played no part in choosing rows, and some 3.5% of all compounds hit somewhere here.
